# From PubChem
# EBV gp42 block: EBV gp42 inhibition | Fluorescence polarization binding assay, mP read-out | Q1HVG2 | AID 1085 | actives 0.42% (n = 220,000) | inhibition, % (tested at 21.74 µM); in the data active means inhibition above about 50%
# Thrombin inh: inhibitors of human thrombin; P00734; alpha-thrombin, Boc-VPR-AMC fluorogenic substrate cleavage; inhibition, % at 5 µM; actives 0.26% (n = 220,000); AID 1046;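 active means inhibition at or above 40%; inactive means inhibition below 40%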;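 further: 0% = enzyme with no compound and 100% = wells without enzyme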
#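 Test system: human alpha-thrombin protein / Dosing: one concentration per compound, 5 µM, with 0.2% DMSO / Medium: pH 7.5 Tris-saline with Tween 20 / Benchmarks: no-compound enzyme wells and no-enzyme blanks / Read-out basis: percent inhibition of thrombin substrate cleavage / Timing: reaction at room temperature / Measured by: fluorescence, ex 355 nm, em 460 nm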
# Furin inhibitor: blocks human furin protease activity; P09958; purified furin, fluorogenic substrate cleavage; inhibition, % at 30 µM; actives 0.061% (n = 220,000); in the data active means inhibition above about 25%; further: inactives centre near -15
# m-calpain inh: blocks pig calpain II enzyme activity; purified calpain II, fluorogenic peptide substrate, 30 min; inhibition, % at 16 µM; actives 0.37% (n = 220,000); AID 1236;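 active means inhibition above about 50%, limit read from the data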
# zfTRPN1 agonist: zebrafish TRPN1 (NompC) channel agonism. HEK293 zebrafish TRPN1-YFP, Fluo-8 calcium fluorescence; 100% = response to 87 µM carbachol. activation, % at 3 µM. actives 0.18% (n = 220,000);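 active means activation above its plate's cutoff, the mean activation of test wells on that plate plus 3 SD, cut at about 19% in these data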;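 further: 0% = DMSO alone and 100% = 87 µM carbachol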
#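 Material – zebrafish TRPN1-YFP in HEK293 cells · Doses – 3 µM single point · Schedule – dye 1 h 37 °C plus 30 min RT · Signal – Fluo-8 calcium fluorescence, excitation 470-495 nm, emission 515-575 nm · Read-out – % activation versus carbachol response · Control set – carbachol high, DMSO low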
# TRPML3 agonist: human mucolipin-3 channel agonism | AID 1448 | activation, % at 3 µM | actives 0.29% (n = 220,000) | Q8TDD5 | HEK293 TRPML3-YFP, Fluo-8 calcium fluorescence; 100% = the carbachol control signal;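 active means activation above its plate's cutoff, the mean activation of the plate's test wells plus 3 SD, cut at about 12% in these data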;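 further: 0% = DMSO only wells and 100% = carbachol wells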
#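 Test system – HEK293 line with stable expression of human TRPML3-YFP channel · Control set – carbachol 87 µM final as high control (100%), DMSO as low control (0%) · Signal – Fluo-8 calcium dye fluorescence, ex 470-495, em 515-575 nm · Incubation – 1-h 37 °C dye load, 5-s basal, 120-s post-compound reads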
# TbHK1 inh: blocks Trypanosoma brucei hexokinase 1 activity; AID 1430; recombinant TbHK1, G6PDH-coupled NADH A340; actives 0.11% (n = 220,000); inhibition, % at 10 µM;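 active means inhibition of 50% or more in the single-dose primary screen; inactive means inhibition below 50%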
# PPC-1+TRAIL kill: PPC-1 cancer cell killing with TRAIL present. actives 0.41% (n = 220,000). AID 1443. cell killing (% activity), % at 4 µM. PPC-1 cells + TRAIL, ATPLite viability luminescence;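 active means cell killing above 50% in the first pass at 4 µM, then a duplicate retest at 5 µM averaging 50% or more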;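 further: plate controls were cells with TRAIL plus DMSO for no effect and medium-only wells lacking cells for full effect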
# KCC2 mod: modulates chloride dependent transport by human KCC2 | KCC2 cells, thallium flux FluoZin-2 fluorescence | B-score of Tl+ flux slope (higher = more flux/activation; lower = inhibition) at 10 µM | actives 2.2% (n = 190,000) | Q9H2X9;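 active means thallium flux slope and its plate-corrected score both differing from the plate sample mean at a set confidence after two filtering rounds, in either direction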;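 further: slope of fluorescence scaled to starting intensity during 10 to 20 s after thallium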
# Target sequence (Q9H2X9 whole entry, looked up): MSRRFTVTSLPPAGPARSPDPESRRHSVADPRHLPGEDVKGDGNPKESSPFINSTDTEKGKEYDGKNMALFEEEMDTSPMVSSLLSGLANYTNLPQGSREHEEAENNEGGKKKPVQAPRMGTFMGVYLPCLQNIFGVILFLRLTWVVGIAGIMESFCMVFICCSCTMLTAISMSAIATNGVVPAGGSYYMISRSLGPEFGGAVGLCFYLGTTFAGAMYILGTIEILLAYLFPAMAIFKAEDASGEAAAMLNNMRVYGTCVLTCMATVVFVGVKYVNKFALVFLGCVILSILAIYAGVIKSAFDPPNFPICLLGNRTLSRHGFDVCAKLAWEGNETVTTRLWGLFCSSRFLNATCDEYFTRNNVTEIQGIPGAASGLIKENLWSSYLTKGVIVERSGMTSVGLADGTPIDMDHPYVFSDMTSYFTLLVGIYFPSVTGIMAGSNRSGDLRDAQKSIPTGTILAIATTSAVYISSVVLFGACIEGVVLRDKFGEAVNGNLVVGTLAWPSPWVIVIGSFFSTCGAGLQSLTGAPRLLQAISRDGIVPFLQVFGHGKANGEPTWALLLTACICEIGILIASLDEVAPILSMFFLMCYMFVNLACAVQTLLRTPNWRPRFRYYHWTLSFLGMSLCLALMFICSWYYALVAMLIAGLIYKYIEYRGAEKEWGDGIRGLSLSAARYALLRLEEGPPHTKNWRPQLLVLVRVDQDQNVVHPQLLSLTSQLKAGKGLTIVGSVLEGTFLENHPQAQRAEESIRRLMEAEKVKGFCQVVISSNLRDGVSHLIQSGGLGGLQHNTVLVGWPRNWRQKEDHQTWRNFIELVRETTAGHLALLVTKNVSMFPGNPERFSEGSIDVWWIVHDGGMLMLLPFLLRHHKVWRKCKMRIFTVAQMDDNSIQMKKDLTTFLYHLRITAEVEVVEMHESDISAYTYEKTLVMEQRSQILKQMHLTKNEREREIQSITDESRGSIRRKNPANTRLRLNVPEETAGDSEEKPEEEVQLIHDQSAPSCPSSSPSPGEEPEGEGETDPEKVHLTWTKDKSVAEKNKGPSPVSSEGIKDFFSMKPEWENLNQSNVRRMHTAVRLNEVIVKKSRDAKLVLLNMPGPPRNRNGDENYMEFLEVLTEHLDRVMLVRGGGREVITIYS
# Numbers without * were called inactive; i = inactive; . = no result given; [ ] = remark or other dose.
SMILES,EBV gp42 block,Thrombin inh,Furin inhibitor,m-calpain inh,zfTRPN1 agonist,TRPML3 agonist,TbHK1 inh,PPC-1+TRAIL kill,KCC2 mod
COCc1cc(C)nc(N2CCNCC2)c1C#N,5,-1,-4[20 µM],-91,-1.6,0.6,-2,2,.
CCc1nnc(NC(=O)CSc2nnc(CNC(=O)c3cc(OC)c(OC)c(OC)c3)o2)s1,-3,-8,-12,15,0.9,0.6,11,-17,1.2
CC(=O)c1cccc(NC(=O)C2CCCC2)c1,-11,1,-9[20 µM],6,-0.1,0.5,-9,2,0.65
CCOC(=O)CSc1nnc2c(n1)C1(C)CCC2C1(C)C (stereo not drawn),-35,5,-12,1,2.2,0.4,-1,11,0.72
CCOC(=O)c1sc(NC(=O)CSc2nc(-c3ccco3)cc(C(F)(F)F)n2)c(C(=O)OC)c1C,-7,0,-6,4,1.8,0.2,-21,16,.
Cn1c(=O)oc2cc(S(=O)(=O)Nc3cccc4c3CCCC4)ccc21,-46,0,-6,25,0.0,0.5,-2,8,-0.37
CC(=O)N1CCC(=NNc2ccc(S(=O)(=O)N3CCOCC3)cc2[N+](=O)[O-])CC1,-20,-4,-5,4,1.2,0.9,-3,7,-0.17
Cc1cccc(C)c1NC(=O)COC(=O)c1cc(=O)c2ccccc2o1,-17,0,-23,-11,0.7,1.1,-10,10,0.95
Cc1ccc(C)c(N2CCN(CCCNC(=O)Cn3cc4c(n3)CCC(C)C4)CC2)c1 (stereo not drawn),-6,-4,-20,-5,-0.2,0.8,-1,10,-0.033
CCCCC(=O)NC(c1ccc(OC)c(OC)c1)c1c(O)ccc2ccccc12 (stereo not drawn),-5,-4,-23,-1,1.7,0.1,-16,-18,0.14
COc1ccc(COCC(O)CN2CCC(C(N)=O)CC2)cc1 (stereo not drawn),-14,-8,-25,-1,2.0,1.4,-6,-8,0.96
CC1(C)Cc2cccc(OCC(=O)N3CCN(S(=O)(=O)c4ccccc4F)CC3)c2O1,-10,0,-4,-12,-0.2,-0.7,3,-3,.
Cc1cc(/C=N/NC(N)=O)c(C)n1-c1ccc(F)cc1,-13,2,-1,-50,-0.8,0.4,-3,7,-0.71
CCOC(=O)c1c(C)cccc1OCC(N)=O,-24,2,-6[20 µM],-9,0.3,0.6,-4,-2,-1.2
Cc1cc(OC(=O)c2ccco2)c2c(C)cc(=O)oc2c1,14,5,-15[20 µM],-29,-0.5,0.5,-11,21,-0.5
CCN(CC)c1ccc(NC(=O)c2ccc(Br)o2)cc1,-21,0,-26,21,0.8,-0.2,-12,-14,-0.55
Nc1ccccc1N=Cc1ccc(-c2cccc(Cl)c2)o1,-7,-34,-10,-173,1.0,0.3,-1,26,-0.91
CCN(CC)c1ccc(/C=C(/C#N)C(=O)NC(C)C)o1,-306,-4,4,27,9.5,7.0,6,-2,i
Cc1ccc(OCC(=O)Nc2ccc3c(c2)CCC3)c([N+](=O)[O-])n1,-6,-23,-25,11,1.2,0.7,-6,3,-2.4
CCOC(=O)/C(C#N)=C/c1ccc(OC(=O)c2ccccn2)cc1,-18,-5,-5,15,-0.5,0.6,-14,4,0.62
O=C(Nc1ccc2[nH]c(=S)sc2c1)c1ccccc1,-6,-5,4,23,1.0,0.1,-15,32,44*
CCN=C1SC(CC(=O)NCCc2ccc(OC)cc2)C(=O)N1CC (stereo not drawn),-5,1,-11[20 µM],-8,0.5,1.0,-2,5,0.46
CC(C)=CCN1CCN(Cc2cnc(N3CCOCC3)s2)CC1CCO (stereo not drawn),4,-7,-21,-11,0.3,0.7,-3,20,-0.37
O=C(N/N=C/c1ccc[nH]1)c1ccc(O)cc1,-2,-5,-7,-41,0.9,0.8,-72,8,0.61
O=C(Nc1ccc(F)c(F)c1)c1cc(S(=O)(=O)N2CCN(c3ccccn3)CC2)ccc1F,-17,3,-15[20 µM],4,-0.7,0.2,-5,18,-0.02
C=CCNC(=O)/C(C#N)=C/c1cn(-c2ccccc2)nc1-c1ccc(OC)c([N+](=O)[O-])c1,-2,-5,-25,-29,0.5,0.5,-23,1,0.2
C=CCc1ccc(OCCOCCOc2cccc3cccnc23)c(OC)c1,16,-9,-26,0,-1.6,0.0,-1,17,-1
O=C(c1ccco1)N1CCN(c2nc(C3CC3)nc3c2nnn3Cc2ccccc2Cl)CC1,-14,0,-12[20 µM],15,-0.9,0.3,-2,13[5 µM],-0.78
CCN(CC)CCNC(=O)C1CCC(=O)N(c2ccc(OC)cc2)C1c1ccc(F)cc1 (stereo not drawn),-21,0,-27,7,2.1,0.6,1,-21,.
Cc1cc(C)n2c(SCc3ccc(Cl)cc3Cl)nnc2n1,-9,4,-32[20 µM],-11,-1.4,-0.5,0,0,-0.17
CCOC(=O)c1cc(C#N)c(Oc2ccccc2OC)nc1-c1ccccc1,-13,4,-20[20 µM],15,0.2,-0.9,5,17,.
CCN(CC)CCN1C(=O)C(=O)/C(=C(/O)c2cccc(OC)c2)C1c1ccccn1 (stereo not drawn),-11,0,4,3,0.5,0.2,18,-15,1.5
O=C(CCN1CCCCC1c1cccnc1)NCc1ccccc1 (stereo not drawn),-9,21,-16[20 µM],29,-0.8,0.1,3,2,-0.26
c1ccc(-n2c3ccccc3c3ccccc32)cc1,-3,-4,-22,-9,-0.3,0.0,-4,0,1.6
COc1ccc(CCNC(=O)CCNC(=O)c2ccc(Cl)cc2)cc1OC,9,-12,-20,8,-0.2,-0.1,1,2,0.44
O=C(c1ccc(F)cc1)c1c[nH]c(C(=O)NCCCN2CCOCC2)c1,-10,3,-7[20 µM],-10,-0.6,0.2,2,18,-0.46
Cc1ccc(S(=O)(=O)Cc2ccc(C(=O)NCCCN3CCN(C)CC3)o2)cc1,-16,0,-7[20 µM],-9,1.2,0.8,5,8,.
O=C(Nc1ccc(Br)cc1)c1ccc(F)c(S(=O)(=O)N2CCN(c3ccccn3)CC2)c1,-13,-8,-20,-20,-0.2,0.4,-6,26,0.26
O=C(CCl)Nc1nc(-c2ccco2)c(-c2ccco2)s1,6,1,-6,3,-0.1,-0.6,-13,27,-2
O=C(Nc1ccc2c(c1)OCO2)C1CCCN(S(=O)(=O)c2cccs2)C1 (stereo not drawn),3,11,-4,43,0.4,0.9,55*,13,-0.31
O=C(O)c1ccc(/C=N/Nc2nnnn2-c2ccccc2)cc1,-14,4,0,12,-1.4,0.3,22,25,0.51
COc1ccc(N2C(=O)CC(c3ccc(OC(C)C)cc3)C2=O)cc1 (stereo not drawn),-10,-4,-18,3,.,.,4,-12,-0.29
COc1ccc(Nc2nc(C)c(-c3ccccc3)s2)cc1,2,-9,-20,15,0.4,0.8,-3,-6,-1
CCn1c(/C(C#N)=C(\O)CCc2ccccc2)nc2ccccc21,-9,3,-22[20 µM],-190,0.8,0.0,-12,-5,.
NC(=O)COc1cccc2cccnc12,-10,1,-12[20 µM],-17,0.3,-0.4,-2,0,-0.0081
CC(C)(C)CC(=O)Nc1nn[nH]n1,-8,-6,-7,20,2.1,0.9,0,-12,1.4
Cc1ccc(N2C(=O)C3C(C2=O)C2C=CC3C23CC3)cc1 (stereo not drawn),-11,-3,-12,12,0.1,0.0,-7,21,1.5
S=C1N(c2ccccc2)C(c2ccc(Cl)cc2)N2CCCN12 (stereo not drawn),-12,5,-16[20 µM],3,-0.1,-0.3,-2,5,0.78
O=C(O)c1cccc(Oc2ccc([N+](=O)[O-])cc2)c1,7,3,12,20,0.1,0.9,17,15,0.12
Cc1ccc(S(=O)(=O)NC2CCCC(C(=O)O)C2)cc1 (stereo not drawn),-14,-3,-23,7,0.4,-0.2,4,11[5 µM],.
Cc1cc(C(=O)O)n(C(C)(C)C)n1,-7,-9,-27,11,-0.7,0.7,3,-3,0.008
O=C(Cc1ccc([N+](=O)[O-])cc1)N1CCc2ccccc2C1,-6,-2,-27,-5,-1.1,0.5,-9,19,-0.04
O=C(CCC(=O)Nc1nnc(C2CCCCC2)s1)NCC1CCCO1 (stereo not drawn),-23,1,-17[20 µM],-19,-1.5,0.6,-2,8,.
Nc1nnc(SCC(=O)OCc2ccc(F)cc2)s1,3,-11,-10,6,0.0,0.2,-1,-3,0.3
O=C(Cn1c2c(c(-c3ccccc3)cc1=O)CCCC2)N1CCCCCC1,-2,-2,5,25,-1.6,-0.1,-2,21,-0.55
CCn1c(SCC(=O)Nc2ccc(NC(=O)c3ccco3)c(OC)c2)nc2ccccc2c1=O,-6,-1,-22,i,0.6,0.8,-15,24,1.1
CCCCn1c(SCC(=O)OCC)nnc1-c1ccoc1C,-3,-7,-28,-3,0.7,0.2,-3,2,0.85
O=C(C1=C[C@H](c2ccc(C(F)(F)F)cc2)C[C@H](OCc2ccc(CO)cc2)O1)N1CCN(Cc2ccc3c(c2)OCO3)CC1,3,-7,-24,29,0.5,-0.1,3,17,0.18
CC(C)COc1ccc(CSCCNC(=S)Nc2ccccc2)cc1,3,36,-3[20 µM],65*,0.2,-0.5,11,2,-0.69
CCCNC(=O)Nc1nccs1,-5,1,-5[20 µM],-3,1.9,0.7,0,0,0.53

# One compound at a time, from the list above. Screens in order: EBV gp42 block	Thrombin inh	Furin inhibitor	m-calpain inh	zfTRPN1 agonist	TRPML3 agonist	TbHK1 inh	PPC-1+TRAIL kill	KCC2 mod
# Results for `COc1ccc(Nc2nc(C)c(-c3ccccc3)s2)cc1` → 2	-9	-20	15	0.4	0.8	-3	-6	-1
# Results for `Cc1cc(C(=O)O)n(C(C)(C)C)n1` → -7	-9	-27	11	-0.7	0.7	3	-3	0.008
# Results for `Cc1ccc(S(=O)(=O)NC2CCCC(C(=O)O)C2)cc1` (stereo not drawn) → -14	-3	-23	7	0.4	-0.2	4	11[5 µM]	.
# Results for `S=C1N(c2ccccc2)C(c2ccc(Cl)cc2)N2CCCN12` (stereo not drawn) → -12	5	-16[20 µM]	3	-0.1	-0.3	-2	5	0.78
# Results for `O=C(CCC(=O)Nc1nnc(C2CCCCC2)s1)NCC1CCCO1` (stereo not drawn) → -23	1	-17[20 µM]	-19	-1.5	0.6	-2	8	.

# The list goes on.
SMILES,EBV gp42 block,Thrombin inh,Furin inhibitor,m-calpain inh,zfTRPN1 agonist,TRPML3 agonist,TbHK1 inh,PPC-1+TRAIL kill,KCC2 mod
N#Cc1c(-c2ccccc2)c(C#N)c2nc3ccccc3n2c1N,-13,-5,-23,-73,4.4,1.9,-11,29,-0.056
O=C(O)CSCC(=O)Nc1ccc(-c2nc3ccccc3s2)cc1,-5,-3,-34,-138,-0.3,0.8,-43,18,-2.2
CCOCCCNC(=O)C(NC(=O)c1ccc(NC(C)=O)cc1)c1ccc(OC)cc1 (stereo not drawn),-11,7,-8,16,1.3,0.2,1,-2,1
CC(C)(C)c1ccc(OCCC(=O)NC2=NCCS2)cc1,-10,-14,-18[20 µM],-17,1.3,1.4,0,-2,-0.016
Cc1ccc(SCCNC(=S)Nc2cc(C)ccc2C)cc1,-3,3,-6[20 µM],2,-0.3,-0.8,6,15,.
Cc1ccc(Cn2nnnc2CN2CCC(O)(c3cccnc3)CC2)cc1,-9,11,-29,-36,-0.5,-0.5,-3,16,0.52

# No enrichment for hits. Share with any hit: about 3.6%.
